CatL block = inhibitors of human cathepsin L, biochemical; purified cathepsin L, fluorogenic substrate, fluorescence; 58,000 compounds, 0.17% hits; inhibition, %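 (tested at 10 µM)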; Procathepsin L (Homo sapiens), P07711; in the data active = inhibition above about 45%;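 note: 0% = enzyme with no compound and 100% = no enzyme blank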
Target sequence (P07711 114-288 limits assumed): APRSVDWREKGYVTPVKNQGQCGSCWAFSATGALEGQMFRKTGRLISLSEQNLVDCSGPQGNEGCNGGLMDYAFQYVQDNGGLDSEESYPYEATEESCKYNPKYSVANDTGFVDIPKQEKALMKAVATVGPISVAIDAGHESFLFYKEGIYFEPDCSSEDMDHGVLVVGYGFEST
Target sequence (P07711 292-333 limits assumed): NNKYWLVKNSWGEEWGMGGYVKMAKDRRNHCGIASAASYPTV
FXIIa inh mix = human factor XIIa inhibitors, primary screen, biochemical, pooled compound mixtures, fluorogenic substrate; Coagulation factor XII (Homo sapiens), P00748; purified FXIIa; inhibition, % at 5 µM; AID 684, 2007; 62,000 compounds, 0.2% hits;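 note: 0% = enzyme without compound and 100% = no enzyme blank; some results filed as inactive read as strong as hits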
DUSP1 inh = MKP-1 phosphatase inhibitors, primary screen, biochemical, in vitro. recombinant MKP-1, OMFP hydrolysis fluorescence. 65,000 compounds, 0.15% hits. AID 374, 2006. inhibition, %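 (compounds tested at a single concentration somewhere between 10 and 100 µM)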. Dual specificity protein phosphatase 1 (Homo sapiens), P28562;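 active = inhibition above about 50%, limit read from the data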;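 note: 0% = DMSO max control wells and 100% = wells with enzyme stopped by NaOH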
CatG inh = human cathepsin G inhibitors, primary screen, biochemical, pooled compound mixtures, AMC fluorescence. P08311. purified enzyme, AMC-tetrapeptide fluorescence. inhibition, % at 5 µM (by protocol). 62,000 compounds, 0.2% hits. AID 581, 2007;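 active = inhibition above 20% in each of the two mixture wells holding the compound; inactive = inhibition of 20% or less in either well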;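 note: 0% = enzyme control without mixture and 100% = blank lacking enzyme; strong numbers were not always called active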
C1s block = complement C1s protease inhibitors, primary screen, biochemical, 10-compound mixtures; Complement C1s subcomponent (Homo sapiens), P09871; purified C1s, fluorogenic AMC substrate, pooled mixtures; AID 538, 2006; mean inhibition % of two 10-compound mixtures (active compounds read high), % at 5 µM (by protocol); 62,000 compounds, 0.16% hits;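 active = inhibition above 20% in each of the two 10-compound mixture wells holding the compound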;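 note: 0% = enzyme wells lacking compound mixture and 100% = no-enzyme blank wells; some compounds called inactive have numbers as strong as hits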
Target sequence (P09871 16-437 limits assumed): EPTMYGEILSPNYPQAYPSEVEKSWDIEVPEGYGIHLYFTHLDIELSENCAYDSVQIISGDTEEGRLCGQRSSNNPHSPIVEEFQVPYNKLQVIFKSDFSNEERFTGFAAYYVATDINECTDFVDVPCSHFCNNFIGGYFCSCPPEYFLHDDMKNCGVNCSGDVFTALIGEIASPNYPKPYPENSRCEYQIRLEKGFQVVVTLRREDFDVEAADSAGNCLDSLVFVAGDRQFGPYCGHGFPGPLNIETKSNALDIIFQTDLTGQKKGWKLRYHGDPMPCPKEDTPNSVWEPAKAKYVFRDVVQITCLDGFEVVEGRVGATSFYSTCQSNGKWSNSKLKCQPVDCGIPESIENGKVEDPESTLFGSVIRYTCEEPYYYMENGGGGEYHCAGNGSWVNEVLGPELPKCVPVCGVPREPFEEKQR
Target sequence (P09871 438-688 limits assumed): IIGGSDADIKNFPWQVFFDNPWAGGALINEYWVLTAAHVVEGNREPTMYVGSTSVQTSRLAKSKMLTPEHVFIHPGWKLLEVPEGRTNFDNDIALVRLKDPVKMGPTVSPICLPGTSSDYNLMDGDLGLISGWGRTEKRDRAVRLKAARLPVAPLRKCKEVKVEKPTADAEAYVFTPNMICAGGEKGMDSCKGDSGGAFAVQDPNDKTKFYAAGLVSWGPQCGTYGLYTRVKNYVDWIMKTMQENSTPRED
Hsp90 block = tumor Hsp90 inhibitors, primary screen, cell lysate, fluorescence polarization, NCI-N417 lysate; AID 429, 2006; Cy3B-geldanamycin FP displacement; inhibition, % at 30 µM; 64,000 compounds, 0.35% hits; Heat shock protein HSP 90-alpha (Homo sapiens), P07900;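 active = inhibition above 50%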;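 note: 0% = tracer plus lysate wells and 100% = tracer alone without lysate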
FXIa mix inh = FXIa protease inhibitors in compound pools, primary screen, biochemical, 10-compound mixtures | Coagulation factor XI (Homo sapiens), P03951 | purified FXIa, fluorogenic substrate, pooled mixtures | inhibition, % at 5 µM | 62,000 compounds, 0.19% hits | AID 680, 2007;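 note: each value is inhibition by a whole ten-compound pool holding the compound; 0% = enzyme with no mixture and 100% = wells lacking enzyme; strong numbers were not always called active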
Cdc25B inh = inhibitors of Cdc25B phosphatase catalytic domain, primary screen, biochemical, OMFP fluorescence; M-phase inducer phosphatase 2 (Homo sapiens), P30305; recombinant Cdc25B, OMFP fluorescence Ex485/Em525; inhibition, %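 (compounds tested at 10 µM final in the well)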; 65,000 compounds, 0.1% hits; AID 368, 2006; in the data active = inhibition above about 50%
5HT1a ag = human 5-HT1a receptor agonists, primary screen, cell-based, CHO, Ga15 NFAT-bla reporter | 5-hydroxytryptamine receptor 1A (Homo sapiens), P08908 | CHO 5-HT1a Ga15 NFAT-bla reporter, FRET ratio; 0% basal, 100% maximal reference agonist | activation, % at 10 µM | 65,000 compounds, 0.56% hits | AID 567, 2006;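 active = activation above the screen-wide mean activation plus 3 SD, cut at about 19% in these data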;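 note: 0% = DMSO wells and 100% = 5-CT at EC100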
* hit, by the source's call. Cut-off read from the data, not from the text of the source, unless noted: active = inhibition above about 20% (passing the limit was not always enough); inactive = the rest.

Screening Cc1cc(N2CCN(c3ccccc3)CC2)n2nnnc2n1 returned CatL block 14, FXIIa inh mix 0, DUSP1 inh 5, CatG inh -1, C1s block -38, Hsp90 block -1, FXIa mix inh 11, Cdc25B inh -8 and 5HT1a ag -1.8.
`CCN1C(=O)N(C)C(N(O)C(=O)NC)C1(C)C` (configuration not stated) gave CatL block 13, FXIIa inh mix 3, DUSP1 inh -14, CatG inh 1, C1s block -114, Hsp90 block 0, FXIa mix inh -10, Cdc25B inh 2 and 5HT1a ag 0.1.
For O=C(C1CCCN(S(=O)(=O)c2cccs2)C1)N1CCN(C2CCCCC2)CC1 (configuration not stated) the results were CatL block -8, FXIIa inh mix 0, DUSP1 inh 7, CatG inh 2, C1s block -35, Hsp90 block -7, FXIa mix inh 2, Cdc25B inh -15 and 5HT1a ag -5.4.
Screening CC(=O)c1cccc(NC(=O)N2CCN(S(C)(=O)=O)CC2)c1 returned CatL block -12, FXIIa inh mix -4, DUSP1 inh 1, CatG inh -3, C1s block 1, Hsp90 block 0, FXIa mix inh 3, Cdc25B inh -2 and 5HT1a ag -2.4.
Screening C=C(C)c1cccc(C(C)(C)NC(=O)NCCCn2ccnc2)c1 returned CatL block 18, FXIIa inh mix 5, DUSP1 inh 6, CatG inh 5, C1s block 5, Hsp90 block -3, FXIa mix inh 6, Cdc25B inh -1 and 5HT1a ag -0.6.
`CCCc1cc(=O)n2[nH]c(-c3ccccc3)cc2n1` gave DUSP1 inh -2, Hsp90 block 0, Cdc25B inh -2 and 5HT1a ag -1.7.
Screening CC(=O)Nc1cc(OC(=O)c2ccco2)cc(OC(=O)c2ccco2)c1 returned CatL block -3, FXIIa inh mix 9, DUSP1 inh 7, CatG inh -4, C1s block 11, FXIa mix inh 25* and Cdc25B inh -6.
For Cc1ccc(S(=O)(=O)N2CCN(Cc3nc4ccccc4n3C)CC2)cc1 the results were CatL block 20, FXIIa inh mix 2, DUSP1 inh 9, CatG inh 11, C1s block 19, Hsp90 block -4, FXIa mix inh 5, Cdc25B inh -15 and 5HT1a ag -0.8.
Brc1ccc2ncnc(NCc3ccco3)c2c1 was read as FXIIa inh mix -11, DUSP1 inh 12, CatG inh -4, C1s block -11, Hsp90 block -6, FXIa mix inh 1, Cdc25B inh -10 and 5HT1a ag -3.1.
For NS(=O)(=O)c1ccc(NC(=O)CN2CCN(Cc3ccccc3)CC2)cc1 the results were CatL block 13, FXIIa inh mix 4, DUSP1 inh 9, CatG inh 8, C1s block 14, Hsp90 block -4, FXIa mix inh 9, Cdc25B inh -1 and 5HT1a ag -2.4.
`COC(=O)c1ccc(NC(=O)COc2ccc(S(=O)(=O)NC(C)C)cc2)cc1` gave CatL block 33, FXIIa inh mix 2, DUSP1 inh 1, CatG inh 10, C1s block 0, Hsp90 block -2, FXIa mix inh 4, Cdc25B inh -9 and 5HT1a ag -2.9.
Cc1ccc2[nH]c(=O)c(CN(CCc3ccccc3)Cc3nnnn3CC3CCCO3)cc2c1 (configuration not stated) was read as CatL block 17, FXIIa inh mix 2, DUSP1 inh 17, CatG inh -12, C1s block -13, Hsp90 block -2, FXIa mix inh 1, Cdc25B inh -15 and 5HT1a ag -2.7.
`O=S(=O)(c1ccc(S(=O)(=O)N2CCN(C3CCCCC3)CC2)cc1)N1CCCCCC1` gave CatL block 8, FXIIa inh mix 8, DUSP1 inh 9, CatG inh 10, C1s block 17, Hsp90 block -1, FXIa mix inh 1, Cdc25B inh -5 and 5HT1a ag 0.8.
`Cc1cccc(-n2nc3c(c2NC(=O)CCC2CCCCC2)CS(=O)C3)c1C` (configuration not stated) gave CatL block -2, FXIIa inh mix 2, DUSP1 inh 7, CatG inh 18, C1s block 9, Hsp90 block -1, FXIa mix inh 9, Cdc25B inh -4 and 5HT1a ag -0.8.
Screening COC(=O)C1=C(C)NC(=O)NC1/C=C/c1ccccc1 (configuration not stated) returned CatL block -4, FXIIa inh mix -2, DUSP1 inh -8, CatG inh 10, C1s block 12, Hsp90 block 0, FXIa mix inh 2, Cdc25B inh 5 and 5HT1a ag 0.4.
`O=C1C=C(O)CC(c2cccs2)C1` (configuration not stated) gave CatL block 18, DUSP1 inh -22, Hsp90 block -5, Cdc25B inh 12 and 5HT1a ag 1.9.
For CCc1n[nH]c2c1C(=O)CC(C)(C)C2 the results were CatL block 3, FXIIa inh mix 2, DUSP1 inh -16, CatG inh -13, C1s block -12, Hsp90 block -5, FXIa mix inh 6, Cdc25B inh 1 and 5HT1a ag -3.8.
Screening CCOC(=O)N1CCN(C(=O)c2ccc(CNS(=O)(=O)c3ccc(C)cc3)cc2)CC1 returned CatL block 5, FXIIa inh mix -26, DUSP1 inh 25, CatG inh 8, C1s block 12, Hsp90 block 2, FXIa mix inh 9, Cdc25B inh 7 and 5HT1a ag 2.2.
Screening CCN(CC)CCNC(=O)C1c2ccccc2C(=O)N(C)C1c1cn(C)c2ccccc12 (configuration not stated) returned CatL block -3, FXIIa inh mix 2, DUSP1 inh 0, CatG inh -5, C1s block -8, Hsp90 block -4, FXIa mix inh 5, Cdc25B inh -15 and 5HT1a ag 1.6.
O=C(NCC1CCS(=O)(=O)C1)Oc1ccccc1 (configuration not stated) was read as FXIIa inh mix 3, DUSP1 inh 2, CatG inh 12, C1s block 20, Hsp90 block -1, FXIa mix inh 2, Cdc25B inh 1 and 5HT1a ag -3.7.

Entries shown so far with a thiophene ring, fused or not, in the order listed:
For O=C(C1CCCN(S(=O)(=O)c2cccs2)C1)N1CCN(C2CCCCC2)CC1 (configuration not stated) the results were CatL block -8, FXIIa inh mix 0, DUSP1 inh 7, CatG inh 2, C1s block -35, Hsp90 block -7, FXIa mix inh 2, Cdc25B inh -15 and 5HT1a ag -5.4.
`O=C1C=C(O)CC(c2cccs2)C1` (configuration not stated) gave CatL block 18, DUSP1 inh -22, Hsp90 block -5, Cdc25B inh 12 and 5HT1a ag 1.9.

Next section:
Screening Cn1nc(-c2ccc(N3CCOCC3)c(NC(=O)c3ccccc3)c2)c2ccccc2c1=O returned CatL block 8, FXIIa inh mix 5, DUSP1 inh 11, CatG inh 0, C1s block -4, Hsp90 block 0, FXIa mix inh 3, Cdc25B inh 0 and 5HT1a ag 1.3.
Screening CS(=O)(=O)N(CCc1ccccc1)CC(=O)NCc1ccccn1 returned CatL block -10, FXIIa inh mix -15, DUSP1 inh 4, CatG inh -4, C1s block -2, Hsp90 block -12, FXIa mix inh 6, Cdc25B inh -3 and 5HT1a ag -1.5.
Screening N#CC(C(=O)c1ccc(S(=O)(=O)N2CCCCCC2)cc1)c1nc2ccccc2[nH]1 (configuration not stated) returned CatL block -7, FXIIa inh mix -10, DUSP1 inh 9, CatG inh 10, C1s block 11, Hsp90 block -6, FXIa mix inh 2, Cdc25B inh -17 and 5HT1a ag 1.6.
CCOc1ccccc1-n1c(SCC(=O)NC2CCCC2)nnc1-c1ccoc1C was read as CatL block 17, FXIIa inh mix 5, DUSP1 inh -6, CatG inh -6, C1s block -1, Hsp90 block 0, FXIa mix inh 4, Cdc25B inh -13 and 5HT1a ag 1.4.
O=C(OCn1nnc2ccccc2c1=O)c1ccc2ncsc2c1 was read as FXIIa inh mix 6, DUSP1 inh 29, CatG inh 4, C1s block -94, Hsp90 block -6, FXIa mix inh -7, Cdc25B inh -13 and 5HT1a ag 0.3.
O=C(O)CCc1ccc(-c2ccccc2)n1Cc1ccco1 was read as CatL block -1, FXIIa inh mix 5, DUSP1 inh 28, CatG inh -3, C1s block -19, Hsp90 block -10, FXIa mix inh 7, Cdc25B inh 12 and 5HT1a ag -0.7.
For CC(=O)N1CCC(C(=O)Nc2ccccc2)(N(Cc2ccccc2)C(=O)c2cccnc2)CC1 the results were CatL block 9, FXIIa inh mix 7, DUSP1 inh 11, CatG inh 12, C1s block 0, FXIa mix inh 9, Cdc25B inh -19 and 5HT1a ag 0.2.
N#Cc1cc2cc3c(cc2nc1N1CCOCC1)OCO3 was read as FXIIa inh mix 13, DUSP1 inh 13, CatG inh -8, C1s block -38, Hsp90 block -10, FXIa mix inh -1, Cdc25B inh 2 and 5HT1a ag 7.2.
O=c1c2ccccc2nc2n1CCS2 was read as CatL block 13, FXIIa inh mix 6, DUSP1 inh -10, CatG inh 8, C1s block -9, Hsp90 block -2, FXIa mix inh -6, Cdc25B inh -15 and 5HT1a ag -4.6.
`COc1ccccc1-n1cnnc1SCC(=O)Nc1cc(C(C)(C)C)nn1-c1ccccc1` gave CatL block -1, FXIIa inh mix 5, DUSP1 inh 6, CatG inh -3, C1s block -10, Hsp90 block 2, FXIa mix inh 8, Cdc25B inh -2 and 5HT1a ag -4.9.
For C=C(C)CSCc1nc2ccccc2[nH]1 the results were FXIIa inh mix 4, DUSP1 inh -12, CatG inh 12, C1s block 10, Hsp90 block -2, FXIa mix inh 2, Cdc25B inh -7 and 5HT1a ag -5.0.
`CCSc1nnc(NC(=O)CSc2nnc(-c3c[nH]c4ccccc34)n2C)s1` gave CatL block -7, FXIIa inh mix 1, DUSP1 inh 8, CatG inh 1, C1s block 4, Hsp90 block -4, FXIa mix inh 0, Cdc25B inh 3 and 5HT1a ag -3.8.
Screening Cc1nc2ccccc2n1CCC(=O)Nc1cccc(F)c1 returned CatL block 3, FXIIa inh mix 3, DUSP1 inh -16, CatG inh 3, C1s block 0, Hsp90 block 0, FXIa mix inh 11, Cdc25B inh -8 and 5HT1a ag -3.3.
Screening O=C(NCc1ccco1)c1cc2c(s1)CCCCC2 returned CatL block -3, FXIIa inh mix 9, DUSP1 inh -1, CatG inh 12, C1s block 16, Hsp90 block -8, FXIa mix inh -1, Cdc25B inh -3 and 5HT1a ag -0.1.
For CCCC(c1nnnn1CS(=O)(=O)c1ccc(C)cc1)N1CCN(c2ccc(F)cc2)CC1 (configuration not stated) the results were CatL block 4, FXIIa inh mix 5, DUSP1 inh 8, CatG inh 0, C1s block -3, Hsp90 block -5, FXIa mix inh 10, Cdc25B inh -3 and 5HT1a ag 1.3.
Screening COc1ccc(-c2nc(CSCC(=O)N3CCC(C(N)=O)CC3)c(C)o2)cc1OC returned FXIIa inh mix 6, DUSP1 inh -11, CatG inh -10, C1s block -48, Hsp90 block 0, FXIa mix inh 4, Cdc25B inh 1 and 5HT1a ag 0.5.
For Cc1cc(NC(=O)c2cnn3cccnc23)nn1CC(=O)Nc1cccnc1 the results were CatL block 1, FXIIa inh mix 1, DUSP1 inh -24, CatG inh -2, C1s block 4, Hsp90 block -13, FXIa mix inh 2, Cdc25B inh 3 and 5HT1a ag -0.4.
N#CCSCC(=O)Nc1ccc(F)cc1 was read as CatL block 6, FXIIa inh mix -13, DUSP1 inh -2, CatG inh 10, C1s block 10, Hsp90 block -6, FXIa mix inh 6, Cdc25B inh -9 and 5HT1a ag -2.8.
CCOC(=O)CN1C(=O)C(CC)Oc2ccccc21 (configuration not stated) was read as CatL block 13, FXIIa inh mix 40, DUSP1 inh 34, CatG inh 9, C1s block 9, Hsp90 block -4, FXIa mix inh 4, Cdc25B inh -4 and 5HT1a ag -3.5.
`COc1ccc(NC(=O)c2c(C)cc(=O)oc2C)c(OC)c1` gave CatL block -6, FXIIa inh mix -2, DUSP1 inh -22, CatG inh 10, C1s block 11, Hsp90 block -2, FXIa mix inh 13, Cdc25B inh 5 and 5HT1a ag 1.6.

Source: PubChem
